Screens as filed in PubChem BioAssay.
MrgX1 antag = antagonists of human MrgX1 receptor, primary screen, HEK293 cells, Fluo-4 calcium flux. Mas-related G-protein coupled receptor member X1 (Homo sapiens), Q96LB2. BAM8-22 antagonism; stronger effect = lower value. B-score at 10 µM. 310,000 tested, 1.3% active. AID 588676, 2011;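 active = calcium-response B-score plate-corrected more than 3 library SD below zero, starting fluorescence within 5 deviations, no agonist response on first addition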;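 note: peak minus trough fluorescence over baseline after final BAM8-22 challenge near maximal dose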
HIF activator = HIF pathway transcriptional activators, primary screen, cell-based, U2OS HRE-luciferase, luminescence; U2OS HRE-luciferase reporter; normalized: DMSO 0%, desferrioxamine 100%; activation, % at 7.5 µM (by protocol); 300,000 tested, 0.32% active; AID 1910, 2009;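 active = mean activation of at least 10% of the iron chelator positive control signal, with at least half of replicates also reaching 10%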
TRPC6 act = mouse TRPC6 channel activators, primary screen, cell-based, HEK293, membrane potential dye; HEK293-TRPC6 membrane potential dye fluorescence; stronger effect = higher value; 310,000 tested, 0.13% active; B-score at 10 µM;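 active = B-score of the integrated fluorescence ratio above library mean plus 3 SD, and starting fluorescence ratio within library mean plus 5 SD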;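 note: higher score means more depolarization so channel activation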
Target sequence (Q61143 whole entry, looked up): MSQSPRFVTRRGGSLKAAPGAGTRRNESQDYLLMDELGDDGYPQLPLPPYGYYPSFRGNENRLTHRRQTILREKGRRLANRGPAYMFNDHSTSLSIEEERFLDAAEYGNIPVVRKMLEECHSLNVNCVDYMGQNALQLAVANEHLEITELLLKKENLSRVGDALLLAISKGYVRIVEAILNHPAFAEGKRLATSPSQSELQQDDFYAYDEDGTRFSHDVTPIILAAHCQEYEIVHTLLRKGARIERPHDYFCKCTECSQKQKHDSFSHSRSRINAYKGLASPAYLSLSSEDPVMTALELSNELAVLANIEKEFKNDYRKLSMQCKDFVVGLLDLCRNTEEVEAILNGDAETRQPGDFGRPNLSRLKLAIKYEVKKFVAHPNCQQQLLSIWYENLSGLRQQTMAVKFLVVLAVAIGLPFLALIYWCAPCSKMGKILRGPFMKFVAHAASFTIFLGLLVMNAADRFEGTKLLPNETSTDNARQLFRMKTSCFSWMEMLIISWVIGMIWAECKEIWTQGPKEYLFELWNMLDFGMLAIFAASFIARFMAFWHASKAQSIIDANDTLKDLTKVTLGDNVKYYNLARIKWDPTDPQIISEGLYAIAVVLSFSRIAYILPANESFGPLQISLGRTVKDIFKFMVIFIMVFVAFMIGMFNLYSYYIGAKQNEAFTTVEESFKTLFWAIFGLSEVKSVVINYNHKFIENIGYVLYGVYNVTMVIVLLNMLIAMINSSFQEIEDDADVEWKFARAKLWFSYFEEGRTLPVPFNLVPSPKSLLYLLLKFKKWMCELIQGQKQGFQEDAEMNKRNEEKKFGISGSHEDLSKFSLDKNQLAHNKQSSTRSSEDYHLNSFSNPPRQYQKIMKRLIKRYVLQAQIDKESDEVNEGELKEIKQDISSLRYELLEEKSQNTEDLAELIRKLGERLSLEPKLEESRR
PolyA inhibitor = polyadenylation inhibitors in yeast reporter cells, primary screen, luminescence, S. cerevisiae; S. cerevisiae SKY197-pL101 polyadenylation reporter, beta-gal luminescence; efflux-impaired pdr1/pdr3 knockout yeast; score 100 = 6 SD above DMSO; calls only at 12 µM; 300,000 tested, 0.02% active;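 active = lowest replicate activity score at least 50, where 100 means six control SD above control mean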;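 note: yeast exposed to compound for 9 h at 30 °C; higher score means more reporter readthrough which indicates perturbed polyadenylation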
AI-2 QS mod = Vibrio harveyi AI-2 quorum sensing modulators, primary screen, JMH597 strain, luminescence/OD600 ratio; 300,000 tested, 0.4% active; Vibrio harveyi JMH597 AI-2 luminescence/OD600 ratio, 9 h; stronger effect = lower value; strain lacks LuxN and CqsS sensors; 0 = neutral-control median; AID 2094, 2009; activity change, % at 7.5 µM; in the data active = activity change below about -75%, passing the limit was not always enough;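 note: luminescence divided by OD600 gain over 9 h not by final OD600 alone; inactives centre near 13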
MrgX1 allo act = positive allosteric modulators of MrgX1, primary screen, HEK293 cells, Fluo-4 calcium flux | Mas-related G-protein coupled receptor member X1 (Homo sapiens), Q96LB2 | FDSS; stronger effect = higher value | B-score at 10 µM | 310,000 tested, 0.63% active;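 active = plate-corrected calcium response at least 3 library SD above typical, normal starting fluorescence, not activating the receptor alone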;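 note: compound read alongside a low EC10 to EC30 dose of BAM8-22 agonist; peak minus trough fluorescence over baseline measured at the second addition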
TRPC4 act = activators of mouse TRPC4 channel, primary screen, Fluo4 calcium, HEK293 TRPC4beta/mu-opioid cells; Short transient receptor potential channel 4 (Mus musculus), Q9QUQ5; Fluo4 calcium fluorescence; stronger effect = higher value; B-score at 10 µM; 310,000 tested, 0.49% active;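 active = B-score above 5 SD of library B-scores, and initial fluorescence ratio not above library mean plus 5 SD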;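 note: positive B-score marks a calcium rise read as TRPC4 activation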
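Assay system: HEK293 cells stably co-expressing mouse TRPC4beta and mu-opioid receptor / Timing: Fluo4 dye loading 45 min at room temperature, 110 s recording / Signal: Fluo4 calcium-sensitive dye fluorescence, kinetic, 1 Hz baseline / Read-out: integrated baseline-normalised fluorescence ratio, converted to per-well B score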
TRPC4 block = inhibitors of mouse TRPC4 channel, primary screen, Fluo4 calcium, HEK293 TRPC4beta/mu-opioid cells; Short transient receptor potential channel 4 (Mus musculus), Q9QUQ5; DAMGO-evoked Fluo4 calcium flux; stronger effect = lower value; B-score at 10 µM; 300,000 tested, 0.39% active; AID 2247, 2010;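 active = B-score over 3 SD under the library average, no early fluorescence shift, positive overall ratio signal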
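Signal: kinetic Fluo4 fluorescence imaging of calcium influx. Material: stable TRPC4beta/mu-opioid receptor HEK293 cells. Probe or stimulus: DAMGO in two steps, submaximal then maximal.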
TRPC4 PAM = positive allosteric modulators of TRPC4, primary screen, cell-based, mouse TRPC4beta, HEK293 mu-opioid, Fluo-4 calcium. Short transient receptor potential channel 4 (Mus musculus), Q9QUQ5. 310,000 tested, 0.42% active. B-score at 10 µM. DAMGO EC20, Fluo-4 Ca2+ flux; stronger effect = higher value;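 active = B-score of calcium response area above 5 SD of library B-scores, with initial fluorescence ratio within 5 SD of library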;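 note: B-score of integrated fluorescence ratio over time as area under calcium response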
MrgX1 agonist = agonists of human MrgX1 receptor, primary screen, HEK293 cells, Fluo-4 calcium flux | Fluo-4 calcium fluorescence, agonist mode; stronger effect = higher value | B-score at 10 µM | 310,000 tested, 0.44% active | Mas-related G-protein coupled receptor member X1 (Homo sapiens), Q96LB2;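 active = calcium response B-score plate-corrected fluorescence ratio at least 3 library SD, with starting fluorescence B-score inside 5 SD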
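System: HEK293 cells stably expressing human MrgX1 receptor; Dosing: test compound in the initial addition of three; Schedule: overnight plating, then 30 min 37 °C plus 30 min room-temperature dye loading; Detection: kinetic calcium dye fluorescence, Fluo-4 NW; Controls: per-plate positive and negative controls for Z′ factor.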
TRPC6 inhibitor = mouse TRPC6 channel inhibitors, primary screen, cell-based, HEK293, membrane potential dye; B-score at 10 µM; 310,000 tested, 1.1% active; ACh-evoked depolarization; stronger effect = lower value;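 active = B-score under library mean minus 3 SD, initial fluorescence not abnormally high, positive integrated signal ratio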;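 note: B-score derived from integrated fluorescence ratio over the kinetic read; more negative B-score means stronger inhibition of depolarization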
* = called active by the depositor; i = inactive; . = no result given.

Structure,MrgX1 agonist,PolyA inhibitor,MrgX1 antag,TRPC6 act,TRPC4 block,HIF activator,TRPC4 PAM,MrgX1 allo act,TRPC4 act,AI-2 QS mod,TRPC6 inhibitor
CCOC(=O)C1(CCc2ccccc2)CCN(Cc2cc(OC)c(OC)cc2OC)CC1,i,i,i,i,i,-2.5,i,i,i,12,i
CCOC(=O)Cn1c(O)c(N=NC(=O)CNC(=O)Cc2ccccc2)c2ccccc21,i,i,i,i,i,-0.1,i,i,i,7,i
Cc1nn(C(=O)c2c([N+](=O)[O-])cnn2C)c(C)c1Cl,i,i,i,i,i,-1.0,i,i,i,15,i
CCc1c(C)sc(NC(=O)c2cc(CC(C)C)on2)c1C#N,i,i,i,i,i,-0.2,i,i,i,12,i
CSc1ccc(C2Nc3cccc4cccc(c34)N2)cc1,i,i,i,i,i,-0.6,i,i,i,15,-7*
Brc1ccc(-c2nnc(-c3ccco3)o2)cc1,i,i,i,i,i,2.3,i,i,i,1,i
CCCCNC(=O)Cc1cc(=O)[nH]c(=O)[nH]1,i,i,i,i,i,0.1,i,i,i,16,i
Cn1nnc2cc(C(=O)NCCC3=CCCCC3)ccc21,i,i,i,i,i,-26,i,i,i,4,i
Cc1cccc(NC(=O)CS(=O)(=O)c2cn(C)c3ccccc23)c1C,i,i,i,i,i,-1.1,i,i,i,39,i
CCN(CC(=O)Nc1cccc(OC)c1)C(=O)c1ccncc1,i,i,i,i,i,0.1,i,i,i,.,i
CCCC1=C(C(=O)OCC)C(c2sccc2C)n2ncnc2N1 (stereo not drawn),i,i,i,i,i,0.0,i,i,i,8,i
Cc1nc([N+](=O)[O-])c(Sc2nc3ccc([N+](=O)[O-])cc3[nH]2)n1Cc1ccccc1,i,i,i,i,i,0.3,i,i,i,28,i
CN(CCNC(=O)c1cn(C)c2ccc(S(=O)(=O)N3CCCC3)cc2c1=O)CCc1ccccc1,i,i,i,i,i,.,i,i,i,8,i
O=C(CNC(=O)c1ccco1)N/N=C/c1cc(Br)ccc1O,i,i,i,i,i,0.7,i,i,i,17,i
CCNC(=O)c1ccccc1-c1nc(-c2ccccc2Cl)no1,i,i,i,i,i,-1.3,i,i,i,11,i
O=c1c(N2CCOCC2)nsnc1N1CCOCC1,i,i,i,i,i,-0.2,i,i,i,21,i
Cc1nnc(SCC(=O)Nc2ccccc2)c2ccccc12,i,i,i,i,i,1.0,i,i,i,-6,i
COc1cccc(N2CC(C(=O)Nc3c(C(N)=O)oc4ccccc34)CC2=O)c1 (stereo not drawn),i,i,i,i,i,0.1,i,i,i,21,i
O=C(COc1ccc(Br)cc1CNCCc1ccccc1)NCc1ccccc1,i,i,i,i,i,-1.4,i,i,i,27,i
COc1ccc(NC(=S)NC(=O)Cc2ccccc2)cc1,i,i,i,i,i,1.6,i,i,i,-26,i
O=C(OCC(=O)N1CCOCC1)c1cccc(F)c1,i,i,i,i,i,2.6,i,i,i,5,i
O=C1COC(c2ccccc2)C2CCCCN12 (stereo not drawn),i,i,i,i,i,-0.3,i,i,i,9,i
CCC(=O)N/C(=N/c1nc(C)cc(C)n1)Nc1ccc(C)cc1,i,i,i,i,i,-1.4,i,i,i,24,i
COc1ccc(CNC(=O)CCc2c(C)nc3ncnn3c2C)cc1,i,i,i,i,i,-0.4,i,i,i,17,i
COc1ccc(CCNc2ccc(C(CC(N)=O)NC(=O)c3cc(C)cc(C)c3)cc2[N+](=O)[O-])cc1 (stereo not drawn),i,i,i,i,i,-0.5,i,i,i,11,i
O=P(O)(CCc1ccccn1)CN1CCCCC1,i,i,i,i,i,0.4,i,i,i,15,i
CCOC(=O)c1[nH]c(C)c(C(=O)Nc2cccc(Cl)c2C)c1C,i,i,i,i,i,0.5,i,i,i,10,i
Cn1c(=O)c2c(nc(NNC(=O)C(F)(F)F)n2C)n(C)c1=O,i,i,i,i,i,-0.2,i,i,i,7,i
CCCCCc1ccc(-c2cn(Cc3cccc(OC)c3)nn2)cc1,i,i,i,i,i,0.3,i,i,i,19,i
Cc1nn(C)c(C)c1CN(C)C(=O)C1CCC(=O)N(C2CCCCCC2)C1 (stereo not drawn),i,i,i,i,i,-0.2,i,i,i,19,i
CCc1ccc(CNc2ccc(O)cc2)cc1,i,i,i,i,i,-1.0,i,i,i,29,i
O=C(NCCOc1ccccc1)C1Nc2ccc(OC(F)(F)F)cc2C2C=CCC12 (stereo not drawn),i,i,i,i,i,-0.9,i,i,i,11,i
Cc1cc(C(=O)N/N=C/c2cccc([N+](=O)[O-])c2)c(C)o1,i,i,i,i,i,0.4,i,i,i,19,i
COCc1cc(C)nc(N2CCOCC2)c1C#N,i,i,i,i,i,-0.3,i,i,i,26,i
O=C1/C(=C\c2ccc(O)cc2)SC(=S)N1/N=C/c1ccc(O)cc1,39*,i,i,i,i,0.4,i,i,i,-2,i
CCN(CC)c1ccc(NC(=O)c2cnn(CC)c2)cc1,i,i,i,i,i,0.9,i,i,i,9,i
CCCCN(C(=O)c1cc(CC)c(C)s1)c1c(N)n(CC(C)C)c(=O)[nH]c1=O,i,i,i,i,i,-0.3,i,i,i,25,i
CCCn1nnnc1NCc1ccccc1OCc1cccs1,i,i,i,i,i,-0.3,i,i,i,13,i
COc1ccc(C(=O)On2c(-c3ccc(Br)cc3)nc3ccccc3c2=O)cc1,i,i,i,i,i,0.4,i,i,i,-4,i
Nc1nnc(CC(=O)Nc2ccccc2)s1,i,i,i,i,i,0.3,i,i,i,9,i
COc1cc(/C=N/NC(=S)NC2CC3CCC2C3)ccc1O (stereo not drawn),i,i,i,i,i,5.5,i,i,i,57,i
CCOC(=O)c1c(NC(=O)CN2C(=O)NC3(CCC(C)CC3)C2=O)sc(C)c1-c1ccc(C)cc1 (stereo not drawn),i,i,i,i,i,39*,i,i,i,7,i
CC1=CCC2C(=O)N(c3ccc(C)cc3)C(=O)C2C1 (stereo not drawn),i,i,i,i,i,-0.4,i,i,i,26,i
CCc1cc2c(CN(C)Cc3ccccc3F)cc(=O)oc2cc1O,i,i,i,i,i,-0.2,i,i,i,9,i
CNC[C@@H](CC1CCCCC1)NC[C@H](CC(C)C)NCCc1cccc(C(F)(F)F)c1,i,i,i,i,i,-4.5,i,i,i,4,i
Cc1nc(Cl)c2c(n1)N(CC(N)=O)C(=O)CO2,i,i,i,i,i,0.0,i,i,i,23,i
CCOC(=O)C(C)(C)N(Cc1ccccc1C)S(=O)(=O)c1ccc(Cl)c([N+](=O)[O-])c1,i,i,i,i,i,0.6,i,i,i,12,i
CCCCn1c(N)c(N(CC(C)C)C(=O)COC(=O)c2ccccc2NCCO)c(=O)[nH]c1=O,i,i,i,i,i,-0.8,i,i,i,18,i
COc1ccc(-c2noc(-c3ccoc3C)n2)cc1OC,i,i,i,i,i,5.0,i,i,i,26,i
O=C(C1=C[C@@H]2[C@H]3C(=O)N(c4ccc(Cl)cc4)C(=O)[C@H]3[C@@H](C(=O)c3ccc(Cl)cc3)N2C=C1)c1ccccc1,i,i,i,i,i,-0.2,i,i,i,23,i
O=C(O)c1ccccc1N=Nc1ccc(O)cc1,i,i,i,i,i,-0.3,i,i,i,17,i
CCCCc1ccc(N2C(=NC(=O)C3CCCO3)SC3CS(=O)(=O)CC32)cc1 (stereo not drawn),i,i,i,i,i,0.0,i,i,i,11,i
Cc1ccc(/C(N)=N/OC(=O)/C=C/c2ccccc2)cc1,i,i,i,i,i,3.4,i,i,i,0,i
Cc1[nH]c(=O)[nH]c(=O)c1/C=N/NC(=O)CCCCCNC(=O)OC(C)(C)C,i,i,i,i,i,-0.1,i,i,i,-2,i
O=C(COC(=O)c1c(Cl)cccc1Cl)NC1CCCCC1,i,i,i,12*,i,0.8,i,i,i,17,i
O=C(CSc1ncnc2scc(-c3ccccc3)c12)N1CCN(Cc2ccc3c(c2)OCO3)CC1,i,i,i,i,i,-0.2,i,i,i,20,i
CC[n+]1c(/C=C/N(C)c2ccccc2)oc2ccccc21,i,i,i,i,i,-26,i,i,i,33,i
Cn1c(SCc2nc3ccccc3s2)nnc1-c1ccc2c(c1)OCO2,i,i,i,i,i,1.9,i,i,i,8,i
Cc1cc(C)c(S(=O)(=O)N/N=C/c2ccc([N+](=O)[O-])o2)c(C)c1,i,i,i,i,i,-0.1,i,i,i,39,i
Cn1c(CCNC(=O)c2ccco2)nc2cc(NS(=O)(=O)c3ccc(Cl)cc3)ccc21,i,i,i,i,i,0.0,i,i,i,12,i

The list is partial, so the mix of outcomes need not match the whole.
